Screening data as filed in PubChem BioAssay.
PV pol inh: inhibitors of poliovirus RNA polymerase binding and polymerization | poliovirus polymerase elongation, fluorescence polarization; hits give low values | % elongation, % (compound at 16.7 µg/mL) | 150,000 compounds, 0.66% hits | AID 588519; in the data active = % elongation below about 90%; note: some results filed as inactive read as strong as hits
Target sequence (P03300 1749-2209 limits assumed): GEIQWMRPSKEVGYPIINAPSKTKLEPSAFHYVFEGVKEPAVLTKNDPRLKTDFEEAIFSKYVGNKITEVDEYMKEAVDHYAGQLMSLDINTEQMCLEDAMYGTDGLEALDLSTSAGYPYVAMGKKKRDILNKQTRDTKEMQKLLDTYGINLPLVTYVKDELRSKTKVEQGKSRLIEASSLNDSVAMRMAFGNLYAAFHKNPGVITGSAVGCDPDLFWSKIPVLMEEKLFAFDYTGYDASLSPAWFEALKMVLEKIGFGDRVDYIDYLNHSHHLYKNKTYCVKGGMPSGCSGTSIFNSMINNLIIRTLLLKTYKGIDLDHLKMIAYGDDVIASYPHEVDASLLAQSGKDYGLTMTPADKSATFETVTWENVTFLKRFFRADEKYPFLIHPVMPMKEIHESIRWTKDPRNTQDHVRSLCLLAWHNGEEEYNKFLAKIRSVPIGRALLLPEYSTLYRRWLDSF
PV pol inh FP z-score: further read-out of PV pol inh, marked with its call; z-score; measured here: FP z-score; hits read low
An asterisk follows results filed as active; & = joins results of further samples. A portion of the library. The share of hits here may be higher or lower than overall.

Start of the data: the first four records as a preview:
SMILES	PV pol inh	PV pol inh FP z-score
CCOC(=O)C1CCN(c2ncnc3c2nc2n3CCCCC2)CC1	107	0.2
COc1ccc(C)cc1NC(=O)c1ccc(NS(=O)(=O)c2c(C)noc2C)cc1	105	-0.6
Ic1ccc(OCCCCn2ccnc2)cc1	100	-0.1
COc1ccc(NCC(=O)N/N=C2\CCCC(C)C2)cc1 (stereo not given)	103	0.3

Results, from the start:
SMILES	PV pol inh	PV pol inh FP z-score
CCOC(=O)C1CCN(c2ncnc3c2nc2n3CCCCC2)CC1	107	0.2
COc1ccc(C)cc1NC(=O)c1ccc(NS(=O)(=O)c2c(C)noc2C)cc1	105	-0.6
Ic1ccc(OCCCCn2ccnc2)cc1	100	-0.1
COc1ccc(NCC(=O)N/N=C2\CCCC(C)C2)cc1 (stereo not given)	103	0.3
Cc1ccc(NC(=O)Cn2cc(C(=O)c3ccco3)c3ccccc32)cc1C	106	0.2
COc1ccc(C)cc1NC(=O)c1cc(S(=O)(=O)N2CCC(C)CC2)cn1C	109	0.8
Cc1cc(NC(=O)CCCC(=O)c2ccccc2)n[nH]1	101	-0.2
COc1ccc2cc(-c3nnc(Nc4ccccc4)s3)c(=O)oc2c1	106	0.2
O=C(Nc1ccc(F)cc1)Nc1ccc2[nH]c(=O)[nH]c2c1	105	0.1
Cc1oc2nc[nH]c(=O)c2c1C(=O)NCCC(c1ccccc1)c1ccccc1	109	1.3
CC1=C(CCN2CCN(CCO)CC2)C(C)(C)CCC1	100	-0.4
C=CCn1c(=S)sc2c(=O)n(CCOc3cccc(Br)c3)cnc21	104	0.2
CC(NC(=O)Cc1ccccc1)C(c1ccccc1)N1CCOCC1 (stereo not given)	102	0
COc1ccc(CN2C(=O)N(c3ccc(F)cc3)C(=O)C2CC(=O)Nc2ccccc2)cc1 (stereo not given)	102	-0.3
C(#Cc1ccccc1)CN1CCN(C(c2ccccc2)c2ccccc2)CC1	94	-1.1
O=C(c1ccc2nc3ccccc3c(=O)n2c1)N1CCN(c2ccc(Cl)cc2)CC1	100	-0.6
CCOC(=O)c1[nH]c(C)c(C(=O)NCc2ccc(F)cc2)c1C	112	0.3
CC1(C)CC(=O)C2=C(C1)NC1=C(C(=O)CC(C)(C)C1)C2c1cccc(O)c1	104	0.4
C/C=C(\C)CN1CCN(c2ccccc2)CC1	102	0.7
Cc1cccc(C)c1NC(=O)C1(N(Cc2ccccc2)C(=O)c2ccc(-n3cnnn3)cc2)CCCC1	99	-0.4

A few values from above.
PV pol inh with `COc1ccc(C)cc1NC(=O)c1cc(S(=O)(=O)N2CCC(C)CC2)cn1C` is entered as 109
PV pol inh with `Cc1cccc(C)c1NC(=O)C1(N(Cc2ccccc2)C(=O)c2ccc(-n3cnnn3)cc2)CCCC1` is entered as 99

New compounds follow:
SMILES	PV pol inh	PV pol inh FP z-score
CN(CC(O)COc1ccc2oc3ccccc3c2c1)C1CCCCC1 (stereo not given)	102	0
Cc1noc(/C=C/c2ccccc2F)c1S(=O)(=O)N1CCC(C(=O)N2CCOc3ccccc32)CC1	105	-0.5
CCOC(=O)C(O)(c1cn(C)c2ccccc12)C(F)(F)F (stereo not given)	97	-0.8
O=C1NC(=O)N2CCCC12 (stereo not given)	108	0.5
CCC(=O)Nc1cc(-c2cccc(C)c2)nn1-c1ccccc1	103	-1
Cc1ccc(C)c(NC(=O)CCc2nc(-c3ccc(C(C)(C)C)cc3)no2)c1	109	0.6
CC1CCN(S(=O)(=O)c2ccc3c(c2)c(=O)c(C(=O)NC(C)c2ccccc2)cn3C)CC1 (stereo not given)	106	0.3
CN(C(=O)Cc1noc2ccccc12)c1cccc(C(F)(F)F)c1	103	0.4
O=C1c2[nH]nc(-c3ccccc3O)c2C(c2cccc(Br)c2)N1Cc1ccncc1 (stereo not given)	106	-0.1
C=CCn1sc(N)c(C(=O)OCC)c1=S	102	-0.2
COc1ccc(C2CC(=O)N(CC(=O)Nc3cccc(C)c3C)c3ccccc3S2)cc1OC (stereo not given)	104	-0.2
CCOc1ccc(CNCCCSc2nnnn2C)cc1OC	109	0.5
Cn1ccnc1C(N)c1ccccc1 (stereo not given)	113	1.8
c1ccc(C2NCCc3sccc32)cc1 (stereo not given)	98	-1.7
N#Cc1ccccc1Sc1ccccc1C(=O)NN1C(=O)NC2(CCCCC2)C1=O	104	0.2
COc1cc(NC(=O)CSc2nc(-c3ccc(C(C)C)cc3)no2)cc(OC)c1	111	0.9
C(=N\n1c(-c2cc3ccccc3o2)csc1=NCC1CCCO1)/c1ccc2c(c1)OCCO2 (stereo not given)	105	0.3
COc1ccc(NC(=O)c2ccc3c(c2)NC(=O)CO3)cc1OC	102	0
O=C1C2C3c4ccccc4C(c4ccccc43)C2C(=O)N1c1ccncc1 (stereo not given)	103	0.3
COc1ccc(NC(=O)CSc2nc(-c3ccc(OC)c(OC)c3)[nH]c2-c2ccc(C)cc2)cc1	107	-1.5
Cc1cc(C)c(Nc2ncnc3c2cnn3C)c(C)c1	101	-1
COc1cc(NC(=O)c2nc3ccccc3n(C)c2=O)cc(OC)c1OC	105	-1.8
CCOC(=O)c1ccc(N2CCN(c3cc(C)ccc3C)CC2)c(NC(=O)Nc2ccc(CC)cc2)c1	114	1
O=S(=O)(NCc1ccc2c(c1)OCO2)c1ccc2c(c1)OCCO2	100	-1.4
COc1ccccc1-c1c(C)nn2c(N3CCCC3)cc(C)nc12	101	-0.7
COC(=O)c1cnn2c(C)c(Cc3ccc(C)cc3)c(C)nc12	102	0.4
COc1ccc(C2=NC3(CCNCC3)NC2=S)cc1	104	0.6
CCCCCCNC(=O)c1c[nH]c2ccc(S(=O)(=O)N(C)c3ccc(C(C)C)cc3)cc2c1=O	113	0.9
O=S(=O)(c1ccccc1F)N1CCC(c2nc3ccccc3s2)CC1	105	1.9
CCCC1Nc2ccc(C(=O)O)cc2C2C=CCC12 (stereo not given)	86	-3.1
CC(Oc1ccccc1C(=O)c1cc(C#N)c(=O)n(C2CCCCC2)c1)C(=O)N1CCOCC1 (stereo not given)	103	0
CCc1ccc(N2CC(C(=O)O)CC2=O)cc1 (stereo not given)	106	1.2
Cc1cc(/N=C\N(C)C)n2c(nc3ccccc32)c1C#N	131	4
COc1cccc(Cc2nc3ccccc3nc2SCC(=O)N2CCCc3ccccc32)c1	110	0.9
S=c1nc(Cc2cccs2)[nH]c2ccccc12	102	0.2
CCNc1nnc(-c2ccccc2)s1	103	0.4
COc1ccccc1N=c1scc(-c2ccc(S(=O)(=O)N3CCOCC3)cc2)n1C	101	-0.1
CC(=O)/C=C(\C)Nc1ccccc1S	101	-0.1
Cc1ccc(=O)n(Cc2ccccc2)n1	104	-0.2
Cc1ccc(CNc2nc(-c3ccco3)nn2S(C)(=O)=O)cc1	110	0.7

In the list so far, two contain a CF3 group:
SMILES	PV pol inh	PV pol inh FP z-score
CCOC(=O)C(O)(c1cn(C)c2ccccc12)C(F)(F)F (stereo not given)	97	-0.8
CN(C(=O)Cc1noc2ccccc12)c1cccc(C(F)(F)F)c1	103	0.4

The list continues:
SMILES	PV pol inh	PV pol inh FP z-score
O=C1OC(N2CCN(Cc3ccc4c(c3)OCO4)CC2)c2ccccc21 (stereo not given)	99	-0.2
CCCc1cnc2c(c1SCC(=O)Nc1cccc(C)c1C)c(=O)n(C)c(=O)n2C	107	0.2
O=C1CN(C(=O)C2COc3ccccc3O2)c2ccccc2N1 (stereo not given)	104	0.7
Cc1nn(C(=O)c2ccccc2F)c(C)c1S(=O)(=O)N1CCCCCC1	106	-0.1
CCC(C)NC(=S)Nc1ccccc1 (stereo not given)	98	-0.6
CC(c1ccco1)N(C(=S)Nc1cccc(Cl)c1)C1CCCCC1 (stereo not given)	100	-0.2
O=C(O)c1ccn(COc2ccccc2)n1	101	-0.6
CN(C(=O)CSc1ncccc1C(=O)O)C1CCCCC1	106	0.5
CCCCc1ccc(NC(=O)Cn2c(C(C)O)nc3ccccc32)cc1 (stereo not given)	102	-0.1
CSc1nc2ccccc2c(=O)n1C	105	0.1
CC1=NN(c2cccc(C(F)(F)F)c2)C(=O)C1	100	-0.4
CCOC(=O)c1csc(-c2ccc(C(F)(F)F)cn2)n1	91	-2.5
CCN(c1ccc(OC)cc1)S(=O)(=O)c1nnc(NC(=O)c2ccccc2Cl)s1	109	0.2
CC1=C(C#N)C(=O)N(CCc2ccccc2)C(=O)/C1=C/c1ccc(-c2ccc(S(N)(=O)=O)cc2)o1	102	0
Cc1ccc2nc(SC(Cc3cc(Cl)ccc3Cl)C(=O)O)[nH]c2c1 (stereo not given)	105	0.3
Cc1ccc2c(c1)-c1onc(C(=O)N(CCC(C)C)Cc3ccco3)c1CO2	106	2.4
CC1CCc2c(sc(NC(=O)c3cc(-c4cccc(Cl)c4)on3)c2C(N)=O)C1 (stereo not given)	100	-0.6
COC(=O)C(F)C(OC)(OC)OC (stereo not given)	107	0.5
CCSc1nc2[nH]c(=O)cc(O)c2s1	102	0.2
CC1CCCC(C)N1C(=O)COc1ccc(C(=O)N/N=C/c2ccncc2)cc1 (stereo not given)	102	-0.1
C=CCn1c(=S)sc2c(SCC(=O)N3CCc4ccccc43)ncnc21	96	-1.1
Cc1onc(-c2c(Cl)cccc2Cl)c1C(=O)N[C@@H]1C(=O)N2[C@@H]1SC(C)(C)[C@@H]2C(=O)O	100&100	0.1&0
CC1CCN(S(=O)(=O)c2ccc(C(=O)Nc3sccc3C(N)=O)cc2)CC1	98	-1.3
CC1CCCCN1C(=S)Nc1ccc(S(=O)(=O)N2CCCCC2)cc1 (stereo not given)	104	0.2
CCOc1cc(C2C(C(=O)OC)=C(C)NC3=C2C(=O)c2ccccc23)c(Br)cc1OC (stereo not given)	113	0.4
COc1ccccc1CCNCc1ccccc1C(F)(F)F	101	-0.2
CCOC(=O)c1cccc(NC(=O)N2CC(CC)Sc3ccccc32)c1 (stereo not given)	105	-0.5
CCOC(=O)c1cnn(-c2ccc(C(F)(F)F)cn2)c1N	97	-0.7
CCCCNC(=O)CN1C(=O)COc2ccc(S(=O)(=O)N3CCCC3)cc21	107	0.6
CNc1nc(N)c(C(=O)c2ccccc2)s1	101	0.2
O=C(c1ccc(C(F)(F)F)cc1)N1CCC(c2nc(-c3ccc(S(=O)(=O)N4CCCC4)cc3)no2)CC1	108	0.3
CCCN(CCC)C(=O)Cn1c(=O)n(CCCC(=O)NCc2ccc(C)cc2)c(=O)c2ccccc21	103	0.3
COC(=O)c1cccc(C(=O)Oc2ccc(OC(=O)c3cccc(C(=O)OC)n3)c(Cl)c2)n1	103	0.3
Cc1ccc2nc(-c3ccc(Cl)cc3)cc(C(=O)OCC(=O)c3ccccc3)c2c1	104	0.3
Cc1cc(NC(=O)Nc2nnc(N3CCCCC3)s2)ccc1Br	111	0.9
O=C(Nc1ccc(S(=O)(=O)N2CCOCC2)cc1)c1ccccc1	102	-0.2
CN1C(=O)Cc2cc(S(=O)(=O)NCCN3CCN(c4ccccc4F)CC3)ccc21	100	-0.6
COc1ccc(CSc2ncn[nH]2)cc1	101	-0.1
O=C(CC(NCCc1ccc(Cl)cc1)C(=O)O)c1ccc(Br)cc1 (stereo not given)	99	-0.3
COC(=O)C(CC(C)C)NC(=O)c1c(-c2c(Cl)cccc2Cl)noc1C (stereo not given)	104	0.4
CC(NC(=O)Cn1ccc2cc(S(=O)(=O)N3CCCCCC3)ccc21)c1ccccc1 (stereo not given)	105	-0.6
COc1ccc(NC(=O)Nc2nnc(N3CCCCCC3)s2)cc1	109	0.4
Cc1cccc2c1-c1sc(C(=O)NCCc3ccc(Cl)cc3)cc1CO2	104	-0.2
CC(C)Oc1ccc(CNC(=O)c2ccc3nc(C(C)C)oc3c2)cc1	112	1.2
N#CC1=C(N)Nc2onc(-c3cccc(O)c3)c2C1c1ccccc1 (stereo not given)	109	0.7
N#CCOc1nc(OCC#N)nc(OCC#N)n1	102	-0.1
CC(C)(C)NC(=O)CSc1nnc(NC(=O)C2CC(=O)N(c3ccc(F)cc3)C2)s1 (stereo not given)	99	-0.7
Cc1nc2nc(C)c(CCC(=O)NCCc3ccccc3)c(C)n2n1	107	0
Cc1nccc(-c2cccc(NN=C(C#N)C#N)c2)n1	100	-0.8
O=C1NC(=O)C(=CN2CCN(S(=O)(=O)/C=C/c3ccccc3)CC2)C(=O)N1	102	0
Cc1cccc(N(Cc2cc3ccccc3[nH]c2=O)S(C)(=O)=O)c1	103	0.4
CCOc1ccc(NC(=O)Cn2c(=O)oc3cc(S(=O)(=O)N4CCCC4)ccc32)cc1	101	-0.5
O=S(=O)(Nc1cccc(-c2ccc(N3CCCCC3)nn2)c1)c1cccc(F)c1	103	-0.6
O=C(CCCCCn1c(=O)c2sccc2n(CC(=O)Nc2cc(C(F)(F)F)ccc2Cl)c1=O)NCc1ccccc1Cl	106	0.2
COc1cccc(NC(=O)Cn2c(=O)n(Cc3ccc(C(=O)NCc4ccco4)cc3)c(=O)c3ccccc32)c1	101	0.1
CNC(=O)c1cccn1-c1nnc(N2CCCCC2)s1	99	-1.3

Fetched by compound from above:
SMILES	PV pol inh	PV pol inh FP z-score
O=S(=O)(Nc1cccc(-c2ccc(N3CCCCC3)nn2)c1)c1cccc(F)c1	103	-0.6
CC(NC(=O)Cn1ccc2cc(S(=O)(=O)N3CCCCCC3)ccc21)c1ccccc1 (stereo not given)	105	-0.6
N#CCOc1nc(OCC#N)nc(OCC#N)n1	102	-0.1
CC(C)(C)NC(=O)CSc1nnc(NC(=O)C2CC(=O)N(c3ccc(F)cc3)C2)s1 (stereo not given)	99	-0.7
